Coupling enz = qHTS Assay for Inhibitors of Fructose-1,6-bisphosphate Aldolase from Giardia Lamblia: Coupling assay counterscreen; coupling enzyme system counterscreen, AmpLite Red fluorescence; activity change, negative = inhibition, % at 58.2 µM, hits read low; 290,000 tested, 0.67% active; in the data active = activity change below about -30%; note: % is set by controls: 0 for no effect and ±100 for the full control effect
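Fluorescence at 525 nm excitation and 598 nm emission measured inhibition of the coupled detection system without aldolase. Compounds (at 57.5 uM final) were preincubated 10 min at room temperature with coupling enzyme reagent before a 20 min substrate/AmpLite Red step.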
GALK inh = qHTS Assay for Inhibitors of Human Galactokinase (GALK) | P51570 | Purified GALK, Kinase-Glo residual ATP luminescence | AID 1868, 2009 | 270,000 tested, 0.007% active | Potency, µM (titrated, usually from 57.5 µM), for inactives: at the highest dose activity change, negative = inhibition, actives largely listed as inhibitors; note: potency is the fitted concentration of half-maximal effect; % is set by controls: 0 for no effect and ±100 for the full control effect
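GALK at 5 nM final was combined with compound, 35 uM ATP and 100 uM galactose in HEPES pH8.0 with MgCl2 and DTT. The reaction ran one hour at room temperature before luminescent ATP detection.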
TSG101-PTAP inh = qHTS Assay for Iinhibitors of HIV-1 Budding by Blocking the Interaction of PTAP/TSG101; Fluorescence polarization, FITC-PTAP peptide / Tsg101 binding; Tumor susceptibility gene 101 protein (Homo sapiens), Q99816; 340,000 tested, under 10 active; Potency, µM (series often up to 115 µM), for the others: at the highest dose activity change, negative = inhibition, hits mostly inhibitors; active = well fitted inhibition curve with a large enough effect in the main read-out, with a control signal flat, not every such curve was filed as active; inconclusive = small, poorly fitted or top-dose-only effect, or effect the other way, or a change in a side signal; inactive = no such curve, though single readings can be large or run the other way; note: potency is the fitted concentration of half-maximal effect; % of control where 0% means no effect
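Steps: Tsg101 binding domain dispensed (10 uM final), compounds pinned in DMSO, FITC-labeled PTAP-motif peptide added (50 nM final); after 20 min binding at room temperature, polarization measured.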
Giardia kill = Small Molecules that selectively kill Giardia lamblia: qHTS; Giardia lamblia trophozoite viability; activity change, % at 7.66 µM, hits read low; 340,000 tested, 0.15% active; AID 540267, 2011; in the data active = activity change below about -80%; inconclusive = between about -30% and that limit;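 note: parasites exposed to compound for two days anaerobically before the ATP read; % is set by controls: 0 for no effect and ±100 for the full control effect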
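Trophozoites 100 cells/well + cpd; 48 hrs, 37 deg C, anaerobic. ATPLite 1-Step added, 15-30 min RT, luminescence read (ATP-based viability).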
Tb PFK block = qHTS Assay to Find Inhibitors of T. brucei phosphofructokinase. 330,000 tested, 0.17% active. AID 485367, 2010. ATP-dependent 6-phosphofructokinase (Trypanosoma brucei brucei), O15648. T. brucei PFK, ADP-Glo luminescence. Potency, µM (series often up to 57.5 µM), for inactives: at the highest dose activity, negative = inhibition, usual class: inhibitors;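 note: potency is the fitted concentration of half-maximal effect; 0% = uninhibited 1x PFK enzyme wells and -100% = no-enzyme wells; nearly all actives have a fitted effect of over 60% in size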
Target sequence (O15648 whole entry, looked up): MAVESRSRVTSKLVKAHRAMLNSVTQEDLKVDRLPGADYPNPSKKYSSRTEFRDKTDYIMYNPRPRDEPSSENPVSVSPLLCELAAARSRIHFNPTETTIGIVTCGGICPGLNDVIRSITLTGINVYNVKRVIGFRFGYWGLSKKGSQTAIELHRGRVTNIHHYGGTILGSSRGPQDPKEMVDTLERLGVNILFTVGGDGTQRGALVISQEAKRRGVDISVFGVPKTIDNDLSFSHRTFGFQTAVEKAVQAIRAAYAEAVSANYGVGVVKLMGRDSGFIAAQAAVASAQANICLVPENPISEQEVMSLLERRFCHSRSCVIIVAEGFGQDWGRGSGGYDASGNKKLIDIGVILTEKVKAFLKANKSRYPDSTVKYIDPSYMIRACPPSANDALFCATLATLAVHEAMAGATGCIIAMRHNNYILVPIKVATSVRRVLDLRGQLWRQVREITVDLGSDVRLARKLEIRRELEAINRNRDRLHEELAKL
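Activity is normalized to no-enzyme wells (full inhibition) and 1.25 nM enzyme wells (no inhibition). Reaction: 0.5 mM F6P, 0.1 mM ATP, 45 min RT, ADP-Glo luminescence; concentration-response curves fitted and classed by quality.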
Integrin act MD = qHTS for Activators of Integrin-Mediated Alleviation for Muscular Dystrophy. Potency, µM (doses to about 38.3 µM), without a hit: top-dose activation, hits mostly activators. alpha7betagal myoblasts, beta-gal FDG fluorescence, 48 h. 350,000 tested, 0.064% active;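 note: potency is the fitted concentration of half-maximal effect; 100% = response of the positive control SU9516; nearly all actives have a fitted effect of over 60% in size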
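alpha7betagal+/- myoblasts (passage 13, 250/well) treated 48 h at 37C with compounds at 1:260 dilution of DMSO stock. Lysed, then beta-galactosidase activity read as FDG fluorescence (ex 480/em 540) after 30 min, with pre-read for autofluorescence.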
Menin MLL FP TR = qHTS Assay for Inhibitors Targeting the Menin-MLL Interaction in MLL Related Leukemias: Competition With Texas Red Labeled MLL-derived Mutant Peptide | Menin + Texas Red MLL mutant peptide, fluorescence polarization | Potency, µM (series often up to 61.6 µM), without a hit: top-dose FP activity change, negative = inhibition, hits mostly inhibitors | AID 1768, 2009 | 270,000 tested, 0.23% active; active = well fitted inhibition curve with a large enough effect in the polarisation, with a control signal flat, not every such curve was filed as active; inconclusive = small, poorly fitted or top-dose-only effect, or effect the other way, or a change in a side signal; inactive = no such curve, though single readings can be large or run the other way; the % refers to the polarisation; note: potency is the fitted concentration of half-maximal effect; % of control where 0% means no effect; many of its hits are not listed in these tables
PKM2 activator = qHTS Assay for Activators of Human Muscle isoform 2 Pyruvate Kinase; Potency, µM (doses to about 57.5 µM), without a hit: at the highest dose activation, hits mostly activators; AID 1631, 2009; 260,000 tested, 0.34% active; purified PKM2, Kinase-Glo ATP luminescence, activation; response scale: 0% is enzyme alone, no compound; note: potency is the fitted concentration of half-maximal effect; % is set by controls: 0 for no effect and ±100 for the full control effect; nearly all actives have a fitted effect of over 55% in size
Target sequence (P14618 whole entry, looked up, canonical isoform): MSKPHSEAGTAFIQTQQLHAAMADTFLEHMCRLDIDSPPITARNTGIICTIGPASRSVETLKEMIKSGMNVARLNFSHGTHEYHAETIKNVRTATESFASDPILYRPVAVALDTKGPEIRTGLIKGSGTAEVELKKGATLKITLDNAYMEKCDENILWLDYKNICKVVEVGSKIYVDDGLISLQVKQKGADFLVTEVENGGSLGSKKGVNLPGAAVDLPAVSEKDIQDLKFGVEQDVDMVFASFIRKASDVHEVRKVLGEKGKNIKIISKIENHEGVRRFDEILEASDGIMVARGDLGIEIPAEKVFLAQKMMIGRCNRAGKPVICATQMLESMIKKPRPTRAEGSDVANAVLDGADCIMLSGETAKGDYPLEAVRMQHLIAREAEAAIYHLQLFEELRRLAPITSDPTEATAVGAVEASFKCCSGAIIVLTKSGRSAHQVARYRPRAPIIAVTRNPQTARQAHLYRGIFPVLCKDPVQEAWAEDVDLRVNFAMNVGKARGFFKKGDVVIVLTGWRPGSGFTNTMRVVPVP
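hPK-M2, >95% pure; 0.1 mM ADP / 0.5 mM PEP final; imidazole pH7.2 buffer w/ 7 mM MgCl2, 50 mM KCl; 1 h RT; Kinase-Glo lum. Intermediate enzyme activity for dual inhibitor/activator qHTS.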
ASM inhibitor = Inhibitors of Secretory Acid Sphingomyelinase (S-ASM): qHTS; AID 504937, 2011; 340,000 tested, 0.006% active; Sphingomyelin phosphodiesterase (Homo sapiens), P17405; placental ASM, HMU-PC fluorogenic substrate, 60 min; Potency, µM (highest dose often 57.5 µM), without a hit: top-dose activity change, negative = inhibition, usual class: inhibitors; note: potency is the fitted concentration of half-maximal effect
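Human placenta-derived ASM preincubated with compound 10 min at room temperature, then reacted with 9 uM (final) fluorogenic HMU-PC substrate for 60 min at 37 C. Stop solution raises pH to 10; fluorescence read at Ex 386/Em 447 nm.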
B2AR arrestin = qHTS assay of beta-arrestin-biased ligands of beta2-adrenergic receptor. Potency, µM (highest dose often 46.1 µM), without a hit: at the highest dose activation, actives largely listed as activators. 330,000 tested, 0.02% active. beta-arrestin recruitment to beta2AR, cell-based reporter;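 note: potency is the fitted concentration of half-maximal effect; 0% = DMSO controls and full agonism = EC100 isoproterenol or metaproterenol; nearly all actives have a fitted effect of over 65% in size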
Chronic BCR inh = qHTS Assay to Find Inhibitors of Chronic Active B-Cell Receptor Signaling | ABC-DLBCL IkBa-CBG/CBR reporter, luminescence ratio, 4 h | Potency, µM (titrated, usually from 46.1 µM), for inactives: at the highest dose ratio change, negative = lower green/red ratio, most hits filed as inhibitors | 340,000 tested, 0.05% active | AID 493014, 2011; active = well fitted inhibition curve with a large enough effect in the signal ratio, with a control signal flat, not every such curve was filed as active; inconclusive = small, poorly fitted or top-dose-only effect, or effect the other way, or a change in a side signal; the % refers to the signal ratio;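 note: potency is the fitted concentration of half-maximal effect; plate controls were basal doxycycline-induced cells for no effect and cells given 10 µM MG132 for full effect; MG132 reads +100%, hits lower the ratio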
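TMD8 human ABC-DLBCL cells with doxycycline-inducible IκBα–green luciferase fusion and unfused red luciferase, in 0.5% FBS medium; compounds up to 46 uM, 4 h at 37C. Green/red luminescence ratio, filter-overlap corrected, fitted to concentration-response curves.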
* marks the source's active call; other numbers are inactive results; u = inconclusive; x = no result given; [ ] = dose if it differs, or a comment. Unless noted, calls come from the whole dose curve; as a rule, active = well fitted curve in the direction sought with a large enough effect; inconclusive = small, poorly fitted or top-dose-only effect, or another doubt; inactive = no such curve, though single readings can be large; an effect the other way counts as inactive or inconclusive. The list is partial; rates above refer to the full screens.

The line under a structure holds: Coupling enz | GALK inh | TSG101-PTAP inh | Giardia kill | Tb PFK block | Integrin act MD | Menin MLL FP TR | PKM2 activator | ASM inhibitor | B2AR arrestin | Chronic BCR inh
- CN(C(=O)CC1C(=O)NCCN1Cc1ccc(F)cc1)C1CCOCC1 (stereo not given)
 : 3 | 2% | -4% | -2 | -4% | -11% | x | -1% | 24% | 0.5% | 3%
- CC(C(=O)N1CCc2ccccc21)n1cccc1 (stereo not given)
 : 2 | -2% | -4% | 5 | 0% | -14% | x | 0% | -1% | 0.0% | -1%
- CC1(C)NC(=O)N(CC(O)CN(c2cccc([N+](=O)[O-])c2)S(=O)(=O)c2ccccc2)C1=O (stereo not given)
 : 0 | -1% | -8% | -22 | -2% | 11% | x | x | 0% | -1.2% | 1%
- Nc1nc(SCC(=O)N2CCCC2)[nH]c(=O)c1NC(=O)c1ccco1
 : 0 | 1% | -9% | -14 | 4% | -2% | 15% | -15% | 2% | 0.5% | 3%
- O=C(NC(=S)Nc1ccc(CN2CCOCC2)cc1)c1ccco1
 : -3 | 0% | -3% | 4 | 4% | -17% | x | -1% | -1% | -1.0% | 2%
- CC(C)C(=O)Nc1c(O)c2ccccc2[nH]c1=O
 : -1 | -1% | -1% | 4 | 0% | -12% | -3% | 2% | 0% | -0.2% | -6%
- Cc1sc(NC(=O)CN2CCOCC2)c(C#N)c1C
 : 2 | 0% | -1% | 23 | 1% | -7% | x | 6% | 1% | -0.3% | -12%
- O=C(CC(=O)Nc1ccccc1C(F)(F)F)Nc1ccccc1C(F)(F)F
 : -1 | 1% | 1% | -6 | 5% | -6% | -19% | x | 5% | -0.4% | -1%
- Cc1cccc(NC(=O)CSc2nnnn2-c2ccc3c(c2)OCCO3)n1
 : -1 | 1% | -6% | -2 | -9% | 8% | 12% | -12% | 1% | 0.0% | -18%
- O=C(OCC(=O)N1CCOCC1)c1ccc2[nH]c3c(c2c1)CCCC3
 : -1 | 4% | 1% | 17 | 0% | 0% | x | -3% | 0% | 0.3% | u
- CCC(C)N1C(=O)CCC1C(=O)O (stereo not given)
 : 2 | 0% | -4% | 1 | 3% | 25% | x | -5% | 5% | -0.5% | -6%
- CCOC(=O)N1CCN(C(=O)CCSc2ccccc2)CC1
 : 3 | -6% | -10% | -17 | 3% | 15% | -8% | -2% | -2% | -0.5% | 4%
- Cc1nn(C(=O)N2CCCCC2)c(C)c1CN1C(=O)c2ccccc2C1=O
 : 4 | 2% | -5% | -11 | -3% | -1% | -1% | -3% | 1% | 0.3% | -5%
- Cc1nn(C)c(C(=O)N2CCOCC2)c1Cl
 : -4 | 2% | 1% | 3 | -3% | 11% | 3% | -15% | -2% | -0.7% | 2%
- CCOc1ccccc1NC(=O)c1nc(-c2ccccc2)oc1C
 : -2 | -1% | -2% | 10 | 3% | 3% | 8% | 0% | -5% | -0.2% | -3%
- O=C(c1cccc(C(F)(F)F)c1)C1CCCN(Cc2cccn2-c2ncccn2)C1 (stereo not given)
 : 0 | -2% | -4% | -5 | 1% | -52%[inhibitor] | 0% | -17% | 0% | -0.6% | -27%
- COc1ccc(OC(C)C(=O)N(C)Cc2nc(-c3ccccc3)no2)cc1 (stereo not given)
 : 0 | -2% | -4% | 0 | -1% | 1% | 0% | x | -2% | 0.5% | 1%
- Cc1ccc(-c2noc(CN(C(=O)c3ccc4c(c3)OCO4)C(C)C)n2)cc1
 : -2 | 1% | -5% | 9 | -2% | 5% | u | 1% | -5% | -0.3% | u
- CCC(C)Nc1nnnc2c1sc1nc3c(cc12)COC(C)(C)C3 (stereo not given)
 : 9 | 8% | -3% | -9 | -4% | -9% | -9% | 7% | 6% | 0.0% | -1%
- CCCCn1c(N)c(N(CC(C)C)C(=O)c2cccs2)c(=O)[nH]c1=O
 : x | x | 2% | -9 | -2% | 3% | x | x | -1% | -0.7% | 0%
- CCOC(=O)N1CCN(C(=O)CSc2nc3c([nH]c4ccccc43)c(=O)n2C)CC1
 : -2 | 0% | 1% | 5 | 0% | -13% | 13% | -10% | 5% | -0.1% | 5%
- COc1ccccc1N1CCN(Cc2cnc3ccc(Cl)cn23)CC1
 : 2 | 1% | 0% | -1 | 10% | 7% | u | x | 1% | -1.0% | 0%
- CC1CCN(c2oc(-c3ccco3)nc2S(=O)(=O)c2ccccc2)CC1
 : x | -3% | -3% | -4 | 0% | -15% | x | 0% | -1% | 0.4% | 1%
- CC(=O)Nc1ccc(C(=O)N/N=C/c2ccccc2OC(=O)c2ccc(Cl)cc2)cc1
 : -10 | x | -4% | 13 | -1% | -25% | 16% | 0% | -20% | -0.1% | -4%
- Cc1ccc(CSc2nnc(SCC(=O)N/N=C/c3ccc(C(=O)O)cc3)s2)cc1
 : 12 | x | -7% | -24 | -3% | 9% | x | -3% | 1% | -0.7% | u
- CCN(CC)CCCNC(=O)c1cn(-c2cccc(OC)c2)c(=O)c2ccccc12
 : 0 | x | -5% | 9 | -1% | 3% | -13% | x | 0% | 0.2% | 1%
- Cc1cccn2c(=O)c(C=O)c(Nc3ccc(S(N)(=O)=O)cc3)nc12
 : 1 | x | -2% | -2 | 1% | 4% | u | x | 5% | -0.7% | 8%
- COc1cc(C(=O)N/N=C/c2sccc2C)cc(OC)c1OC
 : 1 | -1% | -1% | 2 | -2% | -29% | -3% | -1% | -1% | -0.4% | u
- O=C(NCCCN1CCCC1=O)c1cccc(S(=O)(=O)Nc2ccc(Br)cc2)c1
 : x | x | 1% | 7 | 0% | 31% | x | x | -3% | 0.4% | 3%
- O=C(O)CN1C(=O)/C(=C/c2cccc(Cl)c2)Oc2ccccc21
 : 11 | -11% | -7% | -7 | 1% | -10% | 33%[activator] | x | 329%[activator] | -0.5% | u
- CC1CCCC(NC(=O)CSC2=Nc3ccccc3C3CC=NN23)C1C (stereo not given)
 : x | x | -5% | -10 | 11% | 26% | x | x | 1% | 0.1% | -5%
- N#Cc1c(-c2ccc(F)cc2)cc(-c2cccnc2)nc1N
 : 3 | -3% | 0% | 5 | 1% | 3% | 4% | -4% | 332%[activator] | -0.4% | -1%
- COc1ccc(S(=O)(=O)N(C)c2ccc(C(N)=O)cc2)cc1
 : 0 | -3% | -1% | 5 | -2% | 18% | -1% | 11% | 3% | -0.4% | 9%
- O=[N+]([O-])C(C1CCS(=O)(=O)C1)C1CCS(=O)(=O)C1 (stereo not given)
 : 1 | 15% | -2% | 16 | 0% | 0% | 6% | x | 3% | 0.1% | -4%
- Cc1cc(C(F)(F)F)n(-c2nc(C(=O)N/N=C/c3ccc(F)cc3)cs2)n1
 : -1 | -1% | -5% | 7 | 0% | -32% | u | 4% | -3% | -0.2% | 3%
- Cc1ccc(-c2nc(NCCN3CCOCC3)c3ccccc3n2)cc1
 : 1 | 2% | -8% | 10 | 0% | -31% | -2% | 18% | 6% | -0.1% | 7%
- C=CCn1c(SCN2C(=O)c3ccccc3C2=O)nc2ccc(Cl)cc2c1=O
 : 3 | 1% | -2% | 1 | 0% | 16% | -3% | -4% | -1% | -0.6% | 7%

Some entries already given with just Coupling enz.
compound | Coupling enz
N#Cc1c(-c2ccc(F)cc2)cc(-c2cccnc2)nc1N | 3
COc1ccc(S(=O)(=O)N(C)c2ccc(C(N)=O)cc2)cc1 | 0
O=[N+]([O-])C(C1CCS(=O)(=O)C1)C1CCS(=O)(=O)C1 (stereo not given) | 1

From PubChem BioAssay
